SRC1 TRFRET art: counter-screen for PPARgamma SRC-1 recruitment agonists: TR-FRET artefact; hit rate 0.34% among 99,000; AID 1051; TR-FRET ratio at 8 µM; TR-FRET detection artefact counter-screen, emission ratio; stronger effect = higher value; in the data active means TR-FRET ratio above about 2300; further: inactives centre near 1800; reference of the scale not given here
SRC3 TRFRET art: flags TR-FRET format artefacts in PPARgamma SRC-3 recruitment agonist screen; TR-FRET artefact counter-screen, PPARgamma/SRC-3 format; stronger effect = higher value; TR-FRET ratio at 8 µM; hit rate 0.39% among 99,000; in the data active means TR-FRET ratio above about 2000; further: inactives centre near 1600; reference of the scale not given here
* marks the source's active call; other numbers are inactive results. The list is partial; the hit share may differ from the screen's.

SMILES	SRC1 TRFRET art	SRC3 TRFRET art
Cc1ccc2c(c1)C(c1ccncc1)=NNC(c1cccnc1)=N2	1535	1495
CC(=O)c1ccc(Oc2cc(-c3ccccc3)nc(-c3ccccc3)n2)cc1	1728	1641
COc1ccc(CNC(=O)c2n[nH]c3ccccc23)cc1OC	1804	1736
Cc1[nH]cnc1CSCc1ccc(Cl)cc1	1719	1428
COc1ccc(NS(=O)(=O)c2cccc(C(=O)NNC(=O)c3cc(C)oc3C)c2)cc1	1791	1590
O=c1nc2n(Cc3ccccc3)c3ccccc3cc-2c(=O)[nH]1	1864	1844
NC(=O)CSc1nnc(CSc2ncccn2)n1-c1ccccc1	1575	1448
CC1CCC(NC(=O)CN(C)S(=O)(=O)c2cnc[nH]2)CC1 (stereo not drawn)	1717	1519
O=[N+]([O-])c1ccc(/C=N/NC(=S)Nc2ccccc2F)o1	1911	1742
N/C(=N\OCc1ccc([N+](=O)[O-])cc1)c1ccccn1	1910	1656
Cc1oc2cc(O)ccc2c(=O)c1-c1nncn1-c1ccccc1	1821	1827
CC(C)NC(=O)C1CCN(C2CCN(CC3CC=CCC3)CC2)CC1 (stereo not drawn)	1722	1672
O=C(Nc1nc(-c2cc(F)ccc2F)cs1)c1ccccn1	1526	1410
Cc1cc(NC(=O)COC(=O)c2ccc(S(=O)(=O)N3CCCC3)cc2)no1	1891	1505
Cc1cc(C(=O)c2ccccc2)c(NC(=O)CN2CCOCC2)s1	1952	1549

An excerpt of these results, with values under each structure.
Sequence of screens – SRC1 TRFRET art, SRC3 TRFRET art
CC(C)NC(=O)C1CCN(C2CCN(CC3CC=CCC3)CC2)CC1 (stereo not drawn)
→ 1722, 1672
O=C(Nc1nc(-c2cc(F)ccc2F)cs1)c1ccccn1
→ 1526, 1410
Cc1cc(NC(=O)COC(=O)c2ccc(S(=O)(=O)N3CCCC3)cc2)no1
→ 1891, 1505
N/C(=N\OCc1ccc([N+](=O)[O-])cc1)c1ccccn1
→ 1910, 1656
O=[N+]([O-])c1ccc(/C=N/NC(=S)Nc2ccccc2F)o1
→ 1911, 1742
Cc1[nH]cnc1CSCc1ccc(Cl)cc1
→ 1719, 1428
Cc1oc2cc(O)ccc2c(=O)c1-c1nncn1-c1ccccc1
→ 1821, 1827

Single values from the list.
Reading of `COc1ccc(CNC(=O)c2n[nH]c3ccccc23)cc1OC` under SRC3 TRFRET art: 1736
Reading of `O=c1nc2n(Cc3ccccc3)c3ccccc3cc-2c(=O)[nH]1` under SRC1 TRFRET art: 1864

Further records:
SMILES	SRC1 TRFRET art	SRC3 TRFRET art
COc1ccc(CCN(C(=O)c2ccco2)C(C(=O)NC2CCCC2)c2ccncc2)cc1OC (stereo not drawn)	1730	1686
COC(=O)C1CCN(C(c2cc(OC)c(OC)c(OC)c2)c2sc3nc(C)nn3c2O)CC1 (stereo not drawn)	1645	1595
COc1cc(NC(=S)NCc2ccco2)c(OC)cc1Cl	1704	1459
NC(=O)NCC1CC1	1728	1636
COc1ccc(CCN2C(=O)CC(NNC(=O)c3ccc(F)cc3)C2=O)cc1OC (stereo not drawn)	1538	1492
CC(OC(=O)Cc1coc2cc3c(cc12)CCC3)C(=O)NC(N)=O (stereo not drawn)	1898	1770
COc1ccccc1N1CCN(C(=O)CSc2nnc(-c3ccoc3C)o2)CC1	2010	1673
CNC(=S)NNC(=O)c1ccc(=O)n(Cc2cccc(C(F)(F)F)c2)c1	1870	1552
CCCN1C(=O)/C(=C\C=C2/Sc3ccccc3N2CC)SC1=S	1739	1489
Clc1ccc(-c2ccn[nH]2)cc1	1739	1646
CCCSc1nc(N)c2c3c(sc2n1)CN(C)CC3	1911	1627
O=C(COC(=O)C1(c2ccc(F)cc2)CCCC1)N1CCc2ccccc21	1770	1409
Nc1c(C(=O)O)cnn1-c1ccccc1	1642	1360
COc1ccc(NC(=O)CN2C(=O)CSC(C)C2=O)cc1 (stereo not drawn)	1819	1352
COC(=O)CCC(=O)N1CCCC(CO)(Cc2ccccc2)C1 (stereo not drawn)	1690	1405
Cc1ccc(OCCSc2cc(C)nc(N)n2)cc1	1775	1501
CCN(CC)S(=O)(=O)c1ccc(Cl)c(C(=O)Nc2cc(C)nn2-c2ccccc2C(F)(F)F)c1	1798	1482
CCCC(=O)NNC(=O)c1c(O)c2ccccc2[nH]c1=O	1732	1350
Cc1ccccc1S(=O)(=O)NCc1cccnc1	1671	1575
NC(=O)COC(=O)c1cccc(S(=O)(=O)N2CCN(c3ccc(F)cc3)CC2)c1	2094	1533
O=C(NC1CCS(=O)(=O)C1)c1ccccc1C(=O)c1ccccc1 (stereo not drawn)	1879	1653
CN(C)c1ccc(C(=S)N2CCCCC2)cc1Br	1638	1682
CCOC(=O)c1ccc(Cl)c(NC(=O)c2cccnc2)c1	1429	1383
N#Cc1ccc(Oc2nc(C#N)cc(-c3ccccc3)n2)cc1	1685	1492
COCCN(C(=O)c1ccc2ccccc2c1)c1c(N)n(Cc2ccccc2)c(=O)[nH]c1=O	1611	1374
Cc1cccc(NC(=O)CS(=O)(=O)c2cn(C)c3ccccc23)c1C	1509	1609
Cn1c(C(O)C(O)c2ccccc2)nc2ccccc21 (stereo not drawn)	1864	1548
CNC(=O)NC(=O)C(C)OC(=O)c1oc2ccccc2c1CSc1ccc(Cl)cc1 (stereo not drawn)	1551	1421
O=C(Oc1c(CN2CCOCC2)cc(Cl)c2cccnc12)c1cccs1	1712	1310
O=C(CC(NC(=O)c1ccccc1)c1ccccc1)Nc1cccc2ccccc12 (stereo not drawn)	1830	1766
C=CC[N+](C)(C)CC(=O)OCc1ccccc1	1826	1635
O=[N+]([O-])c1ccc2nc(-c3ccccc3[N+](=O)[O-])[nH]c2c1	2009	1789
Cc1cccc(NC(=O)c2ccc(OC3CSC3)cc2)c1	1832	1399
CN(C)c1ccc(/C=N/n2cnn(Cc3ccccc3Cl)c2=S)cc1	2019	1686
COc1cc(NC(=S)N2CCCCC2C)cc(OC)c1OC (stereo not drawn)	1943	1615
O=C1N/C(=C/c2cccs2)C(=O)N1Cc1ccccc1F	1808	1628
Cc1ccc(OCc2nnc(SC3CCc4ccccc4C3=O)n2C)cc1 (stereo not drawn)	1614	1397
Cc1cccn2c(CN3CCCC(c4ccccc4)C3)c(C(=O)N3CCOCC3)nc12 (stereo not drawn)	1596	1509
CCOC(=O)C1(Cc2ccccc2C(F)(F)F)CCN(C2CCSC2)CC1 (stereo not drawn)	1641	1540
CCCSc1nsc(NC(=O)c2cccnc2OCC)n1	1694	1441
Cc1cccc(Nc2ccc([N+](=O)[O-])cc2C(=O)O)c1	1947	1760
O=C(CCc1c[nH]c2ccccc12)Nc1ccc(S(=O)(=O)Nc2ncccn2)cc1	1725	1475
COc1ccc2c(c1)[nH]c1c(=O)n(/N=C/c3ccc(OC)c(COc4ccccn4)c3)cnc12	1880	1704
O=C(/C=C/c1ccccc1)NNC(=O)c1cccs1	1902	1741
O=C(COc1ccc(Br)cc1CNCCc1ccccc1)NCc1ccccc1	1814	1508
O=C(CS(=O)(=O)c1ccccc1)Nc1ccc(Br)cn1	1834	1552
CC(=O)N(c1ccccc1)c1ccc([N+](=O)[O-])cc1[N+](=O)[O-]	1890	1351
CC(Oc1ccc(Br)cc1)C(=O)NCc1ccccn1 (stereo not drawn)	1794	1689
O=[N+]([O-])/C(C(Cl)=C(Cl)Cl)=C(\Sc1ccccc1)N1CCCCC1	1596	1632
Cc1c(C=O)c2ccccc2n1CC(=O)NC(C)c1ccccc1 (stereo not drawn)	1643	1406
Cc1cccc(NC(=O)NC(C)CCc2ccccc2)c1 (stereo not drawn)	2133	1685
Cc1cc(C(=O)N/N=C/c2cccc([N+](=O)[O-])c2)c2ccccc2n1	1788	1634
Cc1cc(C)n(C(=O)CCCn2cc([N+](=O)[O-])cn2)n1	1855	1519
Cc1ccc(-c2csc(NC(=O)c3ccc(S(=O)(=O)N4CCc5ccccc54)cc3)n2)cc1	1545	1640
O=C(Nc1cc(S(=O)(=O)N2CCOCC2)ccc1N1CCCC1)C1CC1	1977	1436
COc1ccc(Cc2nnc(NC(=O)c3cc(OC)c(OC)c(OC)c3)s2)cc1OC	1904	1684
O=C(CCCN1C(=O)/C(=C/c2cccs2)SC1=S)Nc1ccc(C(=O)O)cc1	1860	1725
CCCOc1ccc(CCC(=O)O)cc1	1827	1738
CCOC(=O)c1cnc2ncnn2c1N	1488	1390
CN(C)/N=C/c1cc([N+](=O)[O-])ccc1O	1635	1323

Continuation.
SMILES	SRC1 TRFRET art	SRC3 TRFRET art
Cc1cccc(N(C(=O)c2snc(C(N)=O)c2N)C(C)C(=O)NCC2CCCO2)c1 (stereo not drawn)	2003	1553
O=C(c1ccccn1)N1CCN(c2cccc(C(F)(F)F)c2)CC1	1958	1585
O=C(COC(=O)C1=COCCO1)NC(=O)c1ccc(OC(F)F)cc1	1849	1456
CN(CC(=O)N1CCCCC1)S(=O)(=O)c1cccc2cccnc12	1772	1503
C=CCOCCN(CCOCC=C)C1=NS(=O)(=O)c2ccccc21	1398	1526
NC(=O)Cc1nc(-c2ccc(Br)cc2)cs1	1956	1538
O=C(Nc1nnc(SCc2ccc(F)cc2)s1)c1ccc2c(c1)C(=O)N(c1ccccc1Cl)C2=O	1809	1658
COc1ccc(C2CC(=O)Nc3n[nH]c(-c4ccccc4)c32)cc1OC (stereo not drawn)	1797	1499
CCSc1nnc(NC(=O)C(NC(=O)c2ccc(Cl)cc2)C(C)C)s1 (stereo not drawn)	1754	1375
CCSc1cc(N2CCCC2)nc(-c2ccc(C)cc2)n1	1651	1393
COc1ccccc1NC(=O)COC(=O)C1CCN(/C=C/C(=O)C(F)(F)F)CC1	1573	1628
O=c1c2cc(Br)ccc2[nH]c(=S)n1Cc1ccccn1	1577	1479
O=C(O)c1cc2c(s1)-c1ccccc1CC2	1845	1506
CC1=C(C(=O)OCC2CCCO2)C(c2ccccc2)C2=C(CC(C)(C)CC2=O)N1 (stereo not drawn)	1667	1539
CNC(=O)Nc1cc(C)nn1C	1943	1689
Cc1ccccc1CSCCC(=O)NCCc1ccccc1	1683	1699
CCCOC(=O)C(C)Sc1n[nH]c(=O)[nH]c1=O (stereo not drawn)	1858	1704
O=C(NP(=O)(N1CCOCC1)N1CCOCC1)C1=C(N2CCOCC2)/C(=C\c2ccccc2)CC1	2037	1657
FC(F)(F)c1ccccc1/C=N/N1CCN(Cc2ccccc2)CC1	1702	1644
CC(=O)NC1=NN(C(C)=O)C(c2cccc([N+](=O)[O-])c2)S1 (stereo not drawn)	1911	1383
Nc1cccc(-c2nnc3n2CCCCC3)c1	1784	1580
Cc1cc2oc(C(=O)Nc3ccc(S(=O)(=O)Nc4nccs4)cc3)cc(=O)c2cc1Cl	1571	1617
CCc1nnc(NC(=O)/C=C/c2ccc(C)o2)s1	1650	1717
Cc1c(-c2n[nH]c(=S)n2-c2ccc(Br)cc2)nnn1-c1ccc(Cl)cc1	1592	1427
COCCNC(=O)CSc1ccc(C)cc1	1740	1495
N#C/C(=C/c1ccc(-c2cc(C(=O)O)cc(C(=O)O)c2)o1)c1nc2ccccc2s1	1695	1503
FC(F)(F)c1ccccc1CN1CCN(C2CCCCCC2)CC1	1969	1579
COc1ccc(N(C(=O)C(C)C)S(=O)(=O)c2cccc3cccnc23)cc1	1701	1743
O=C(O)c1ccc(N2C(=O)CC(N3CCC(c4nc5ccccc5[nH]4)CC3)C2=O)cc1 (stereo not drawn)	1727	1637
CC(=O)C1=C(O)CCC1=N	1864	1507

Six entries picked at random from the list so far:
SMILES	SRC1 TRFRET art	SRC3 TRFRET art
FC(F)(F)c1ccccc1/C=N/N1CCN(Cc2ccccc2)CC1	1702	1644
COCCNC(=O)CSc1ccc(C)cc1	1740	1495
O=C(NP(=O)(N1CCOCC1)N1CCOCC1)C1=C(N2CCOCC2)/C(=C\c2ccccc2)CC1	2037	1657
O=C(O)c1ccc(N2C(=O)CC(N3CCC(c4nc5ccccc5[nH]4)CC3)C2=O)cc1 (stereo not drawn)	1727	1637
CC(=O)C1=C(O)CCC1=N	1864	1507
Nc1cccc(-c2nnc3n2CCCCC3)c1	1784	1580

New compounds follow.
SMILES	SRC1 TRFRET art	SRC3 TRFRET art
O=C(NNc1ccnc2cc(Cl)ccc12)C1CCCCC1	1972	1623
CC1=CN2C(=N)/C(=C\c3cn(CCCOc4ccccc4)c4ccccc34)C(=O)N=C2S1	1700	1555
CNC(=O)c1sc(-c2ccccn2)nc1C	1982	1519
COc1ccc(CCNC(=O)c2ccc(-c3ccc([N+](=O)[O-])cc3Cl)o2)cc1OC	1969	1648
COc1ccc(-c2cnnn2-c2ccc(NC(=O)c3ccc(S(=O)(=O)N4CCCCC4)cc3)cc2)cc1OC	2069	1820
C(=C\c1nc(N2CCCCCC2)c2ccccc2n1)/c1ccccc1	1767	1601
Cc1nnc2n(c1=O)N=C(c1ccc(Cl)cc1)CS2	1607	1372
COc1ccc(CCC(=O)N(C)CC(=O)Nc2cc(C)ccc2C)cc1	2032	1539
Cc1ccccc1C(=O)N1CCN=C1SCc1ccc([N+](=O)[O-])cc1	1749	1418
Cc1cc(-c2n[nH]c(=S)n2-c2ccc(F)cc2)nn1C	1716	1753
CCOc1ccc(NC2c3ccccc3C(=O)N2c2ccc(Cl)cn2)cc1 (stereo not drawn)	1627	1539
O=C(Nc1ccc(C(=O)O)cc1)/C(=C\c1cccc([N+](=O)[O-])c1)NC(=O)c1ccc(Br)o1	1918	1496
CC(CN1C(C)CCCC1C)OC(=O)c1ccccc1Cl (stereo not drawn)	1625	1325
CCCCN1C(=O)/C(=C2/Sc3ccccc3N2C)S/C1=N\c1ncn[nH]1	1893	1602
O=C1/C(=C\c2cccnc2)SC(=S)N1c1ccc(F)cc1	1292	1366
CCCC(=O)Nc1ncnc2c1ncn2[C@@H]1O[C@@H]2COP(=O)(O)O[C@H]2[C@H]1OC(=O)CCC	1802	1727
C=C(C)CSc1cc(C)c(C#N)c2nc3ccccc3n12	1835	1455
Cn1c(=O)c2c(nc(SCc3nc(N)nc(N4CCCCC4)n3)n2C)n(C)c1=O	1615	1410

Bioassay records deposited in PubChem by The Scripps Research Institute Molecular Screening Center.
